Screening data deposited in PubChem by National Center for Advancing Translational Sciences (NCATS).
Pin1 inhibitor: human Pin1 inhibition | Pin1 FP peptide displacement, HiFluor488, 10 min | 390,000 compounds, 0.009% hits | AID 504891 | Q13526 | Potency, µM (series often up to 115 µM), for the others: at the top dose activity, negative = inhibition, actives largely listed as inhibitors; active = well fitted inhibition curve with a large enough effect in the polarisation, with a control signal flat, not every such curve was filed as active; inconclusive = small, poorly fitted or top-dose-only effect, or effect the other way, or a change in a side signal; inactive = no such curve, though single readings can be large or run the other way; the % refers to the polarisation; also: % is scaled to controls: 0 for no effect and ±100 for the full control effect
rTrxR1 inhibitor: rat TrxR1 inhibition. O89049. recombinant rTrxR1, NADPH fluorescence consumption, selenite substrate. Potency, µM (titrated, usually from 114 µM), inactives show at the highest dose activity change, negative = inhibition, usual class: inhibitors. 390,000 compounds, 1% hits. AID 588453; also: % is scaled to controls: 0 for no effect and ±100 for the full control effect; nearly all actives have a fitted effect of over 65% in size
Target sequence (O89049 whole entry, looked up): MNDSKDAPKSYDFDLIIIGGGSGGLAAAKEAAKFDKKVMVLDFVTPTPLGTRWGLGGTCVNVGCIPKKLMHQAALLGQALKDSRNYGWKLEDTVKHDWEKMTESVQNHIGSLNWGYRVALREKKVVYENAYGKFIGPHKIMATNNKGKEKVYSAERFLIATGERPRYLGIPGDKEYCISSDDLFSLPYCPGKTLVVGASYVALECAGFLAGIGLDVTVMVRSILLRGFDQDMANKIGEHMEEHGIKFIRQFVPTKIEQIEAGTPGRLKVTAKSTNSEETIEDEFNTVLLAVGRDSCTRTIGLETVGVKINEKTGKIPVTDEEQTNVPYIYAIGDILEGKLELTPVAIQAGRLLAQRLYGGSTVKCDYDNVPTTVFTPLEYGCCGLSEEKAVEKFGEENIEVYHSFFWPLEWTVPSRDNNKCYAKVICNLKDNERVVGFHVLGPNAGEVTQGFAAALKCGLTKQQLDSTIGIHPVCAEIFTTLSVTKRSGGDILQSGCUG
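Rat TrxR1 (90 nM in the dispensed reagent) was pre-reduced with 400 uM NADPH for 5 min at room temperature, then incubated with compound for 15 min. After 400 uM selenite was added, NADPH fluorescence (Ex 340/Em 450 nm) was followed for 8 min.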
ALOX12 inh: ALOX12 (human) lipoxygenase inhibition | P18054 | purified 12hLO, xylenol orange hydroperoxide absorbance | Potency, µM (highest dose often 108 µM), inactives show at the top dose activity change, negative = inhibition, actives largely listed as inhibitors | 580,000 compounds, 1.1% hits | AID 1671190; also: % is scaled to controls: 0 for no effect and ±100 for the full control effect
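Hydroperoxide product was detected by ferrous iron/xylenol orange as the 573 to 405 nm absorbance ratio. Arachidonic acid at 40 uM (final) was turned over for 30 min at room temperature by 150 nM human 12hLO, pH 7.0 Hepes buffer, after 15 min compound preincubation.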
ERG-DNA inh: ERG Ets/DNA interaction inhibition | fluorescence polarization, His-ERG Ets domain / labelled DNA | Potency, µM (doses to about 76.9 µM), inactives show top-dose FP activity, negative = inhibition, most hits filed as inhibitors | 370,000 compounds, 0.028% hits; active = well fitted inhibition curve with a large enough effect in the polarisation, with a control signal flat; inconclusive = small, poorly fitted or top-dose-only effect, or effect the other way, or a change in a side signal; inactive = no such curve, though single readings can be large or run the other way; the % refers to the polarisation;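 also: polarization taken with two DNA probes labelled with fluorescein and Texas red; % of control where 0% means no effect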
Target sequence (P11308 whole entry, looked up, the tested form may be a part): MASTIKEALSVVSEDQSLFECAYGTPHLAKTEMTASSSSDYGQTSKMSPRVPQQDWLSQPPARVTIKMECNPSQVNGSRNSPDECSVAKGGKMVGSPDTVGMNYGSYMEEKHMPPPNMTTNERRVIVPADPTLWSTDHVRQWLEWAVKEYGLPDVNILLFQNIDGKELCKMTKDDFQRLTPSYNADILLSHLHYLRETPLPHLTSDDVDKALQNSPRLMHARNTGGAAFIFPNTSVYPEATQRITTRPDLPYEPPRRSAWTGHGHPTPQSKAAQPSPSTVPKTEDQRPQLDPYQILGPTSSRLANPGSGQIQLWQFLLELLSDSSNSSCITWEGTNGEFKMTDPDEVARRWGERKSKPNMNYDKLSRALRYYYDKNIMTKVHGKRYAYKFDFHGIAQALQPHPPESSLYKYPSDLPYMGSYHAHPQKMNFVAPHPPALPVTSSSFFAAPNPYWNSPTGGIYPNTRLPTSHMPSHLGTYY
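His-tagged ERG Ets domain (1 uM in the protein solution; 300mM KCl, 50mM Tris-HCl, 1mM EDTA, 1mM DTT, pH 7.5) received compound, then a probe mix of 5 nM fluorescein-DNA and 100nM Texas-615-DNA. Fluorescence polarization was read for both dyes.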
Tb PGK inh: blocks T. brucei phosphoglycerate kinase | P07378 | PGK/GAPDH coupled, Kinase-Glo luminescence, 60 min | Potency, µM (top dose mostly 57.5 µM), without a hit: at the highest dose activity change, negative = inhibition, usual class: inhibitors | 380,000 compounds, 0.043% hits | AID 602233; also: % is scaled to controls: 0 for no effect and ±100 for the full control effect; nearly all actives have a fitted effect of over 60% in size
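Recombinant glycosomal PGK reaction used 1,3-bisphosphoglycerate generated in-well by GAPDH (100nM final) in 100mM TEA pH 7.6, 5mM MgCl2, 0.01% Tween-20. After 60 minutes at room temperature, ATP was read by Kinase-Glo Plus luminescence end-point.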
HP1b chromo inh: inhibitors of HP1-beta chromodomain binding to methylated histone tails | P83916 | AlphaScreen HP1-beta / biotin-H3K9me3 peptide binding | Potency, µM (doses to about 114 µM), inactives show top-dose activity change, negative = inhibition, most hits filed as inhibitors | 390,000 compounds, 0.56% hits | AID 540317; also: nearly all actives have a fitted effect of over 70% in size; inactives centre near 23
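AlphaScreen: HP1-beta (50 nM) preformed 30 min with biotin-H3(1-18)K9me3 peptide (50 nM) in PBS pH 7.4, 0.01% Tween-20. Compound added for 30 min at RT, then streptavidin donor/nickel chelate acceptor beads (10 ug/mL) for 30 min.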
JMJD2A Tudor inh: JMJD2A Tudor domain (human) inhibition; AlphaScreen JMJD2A-Tudor / H3K4me3 peptide binding; Potency, µM (highest dose often 114 µM), for the others: top-dose activity change, negative = inhibition, actives largely listed as inhibitors; 390,000 compounds, 4.4% hits; AID 504339; also: % is scaled to controls: 0 for no effect and ±100 for the full control effect; nearly all actives have a fitted effect of over 50% in size
RGS4 inh: inhibitors of human regulator of G protein signaling 4; AID 504845; Transcreener GDP fluorescence polarization, RGS4-accelerated GTP hydrolysis; P49798; Potency, µM (titrated, usually from 114 µM), inactives show at the highest dose activity change, negative = inhibition, most hits filed as inhibitors; 390,000 compounds, 0.039% hits; also: % is scaled to controls: 0 for no effect and ±100 for the full control effect; nearly all actives have a fitted effect of over 75% in size; some results filed as inactive show a strong effect at the top dose
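MLSMR compounds (23 nl, pin-transferred) preincubated 10 min at room temperature with a 500nM (2x) first reagent, then RGS4 at 900nM (2x) plus Transcreener GDP mix added; fluorescence polarization (620/688 nm) read before and after 90 min at 30 °C.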
GLS inh: blocks human kidney-isoform glutaminase activity; O94925; GLS enzymatic activity, qHTS titration; Potency, µM (doses to about 45.5 µM), for the others: top-dose activity change, negative = inhibition, most hits filed as inhibitors; 410,000 compounds, 0.21% hits; also: % is scaled to controls: 0 for no effect and ±100 for the full control effect
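Two-point fluorescence kinetic (t0, 30 min RT) for hKGA; glutamate detected via glutamate oxidase–HRP–Amplex Red. Substrate: 1 mM L-glutamine solution; buffer 45 mM KH2PO4, pH 8.2.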
Active calls of the source: *; i = inactive; u = inconclusive; x = no result given; & = joins results of further samples; [ ] = remark or other dose. Unless noted, calls follow the shape of the dose curve; as a rule, active = well fitted curve in the direction sought with a large enough effect; inconclusive = small, poorly fitted or top-dose-only effect, or another doubt; inactive = no such curve, though single readings can be large; an effect the other way counts as inactive or inconclusive. Potency is read from the fitted curve at half-maximal effect.

item	Pin1 inhibitor	rTrxR1 inhibitor	ALOX12 inh	ERG-DNA inh	Tb PGK inh	HP1b chromo inh	JMJD2A Tudor inh	RGS4 inh	GLS inh	SMILES
1	17%	-8%	-14%	-4%	i	11%	-18%	-37%	-1%	O=c1c2cnn(-c3ccccc3)c2nc(-c2ccco2)n1-c1ccccc1
2	-10%	16%[57.1 µM]	3%	-9%	i	7%	-24%	3%	-1%	O=C(NC1CCCC1)C1CCN(C(=O)c2ccc(-c3ccccc3)cc2)CC1
3	6%	-18%	135%[activator]	13%	-2%	45%	u	-43%[56.9 µM]	u	Cc1cc(OCC(=O)N2CCc3ccccc3C2)c(C)cc1Br
4	4%	3%[57.1 µM]	-13%	1%	-2%	1%	u	-45%	23%	COc1ccc(C(=O)c2sc(NC(C)C)nc2N)cc1OC
5	-2%	3%	-18%	-6%	0%	25%	-4%	24%	10%	CC1CCCN(C(=O)C2COc3ccccc3O2)C1 (stereo not given)
6	0%	-1%	-5%	-3%	3%	32%	-7%	-8%	9%	COC(=O)c1cc(NC(=O)c2nn(C)c(=O)c3ccccc23)cc(C(=O)OC)c1
7	9%	21%	0%	0%	1%	42%[activator]	-16%	3%	7%	CSc1nc2n(n1)C(c1cccc(F)c1)C(C(=O)Nc1ccc(C)cc1C)=C(C)N2 (stereo not given)
8	12%	21%	357%[activator]	3%	-6%	27%	-7%	8%	1%	O=C(COc1ccc(Br)cc1F)Nc1nnc(C2CC2)s1
9	4%	26%[57.1 µM]	2%	6%	2%	12%	-8%	-14%	6%	CCN(CC)S(=O)(=O)c1ccc(Cl)c(C(=O)NC(C)C(c2cccs2)N2CCCC2)c1 (stereo not given)
10	38%[activator]	11%	12%	2%	2%	26%	-23%	14%	6%	CN(Cc1ccccc1)C(=O)c1ccc(NC(=O)Cc2ccc(NC(=O)C3CCCN(C(=O)C4CCCCC4)C3)cc2)cc1 (stereo not given)
11	3%	7%	37%[activator]	2%	-3%	67%[activator]	10%	2%	2%	Clc1cccc(CN2CCN(Cc3nc(CCc4ccccc4)no3)CC2)c1
12	1%	17%	-8%	9%	3%	58%[activator]	-8%	-4%[56.9 µM]	0%	O=C(CN1CCCC1)N1c2ccccc2C=Cc2ccccc21
13	19%	3%	-3%	-2%	0%	34%	-5%	-10%	1%	Cc1cccc(N2CCN(C(=O)C3CCCN(S(=O)(=O)c4ccc(Br)s4)C3)CC2)c1C (stereo not given)
14	-7%&2%	18%[57.1 µM]	0%&-14%	-1%&0%	7%&5%	-1%&19%	-11%&-14%	5%&16%	u	COc1cc(CNc2ccc3[nH]c(=O)[nH]c3c2)cc(Br)c1OCc1ccc(F)cc1
15	1%	u	u	3%	u	32%	-22%	-30%	2%	COc1cccc(C(=O)c2cc3ccc(O)cc3oc2=O)c1
16	5%	8%[57.1 µM]	-11%	2%	-12%	14%	-17%	-28%	2%	O=C(N/N=C/c1ccc(Cl)cc1)c1cc(-c2cccnc2)nc2ccccc12
17	9%	5%	-13%	5%	-9%	13%	-21%	u	3%	O=C1COc2ccc(C(=O)CSc3nnc(Cc4ccccc4)o3)cc2N1
18	2%	1%	17%	-2%	-1%	36%	-18%	17%[11.4 µM]	3%	CCOc1cccc(-c2c(C(=O)N/N=C/c3ccsc3)nnn2-c2nonc2N)c1
19	-2%	-1%	u	-4%	5%	35%	u	-15%	12%	C[N+](C)(C)CCNC(=O)c1cc[n+](Cc2ccccc2)c(/C=N/O)c1
20	u	13%	-16%	3%	-10%	28%	-8%	4%	1%	COC(=O)c1nnn(CC(=O)Nc2ccc(Br)c(C)c2)c1N
21	-8%	22%	0%	-3%	-5%	39%	11%	12%	-3%	COc1cc(C(=O)N2CCN(C)CC2)cc(OC)c1OC
22	-9%	-11%	187%[activator]	4%	0%	24%	-26%	-16%	-3%	COCc1c(C(=O)OCC(=O)NCc2ccco2)oc2ccccc12
23	-8%	25%	11%	4%	-9%	20%	-9%	3%	-1%	CS(=O)(=O)N(CC(=O)NCCSCc1ccccc1)c1ccccc1F
24	-6%	7%[57.1 µM]	7%	-3%	-6%	30%	-14%	1%	11%	COc1ccccc1OCC(=O)NNC(=O)c1c(-c2ccccc2Cl)noc1C
25	5%	5%[57.1 µM]	u	7%	i	26%	-26%	-3%	0%	Cn1cncc1C#Cc1ccc2cc(CCCO)oc(=O)c2c1
26	6%	-7%	u	7%	-2%	44%[activator]	-22%[57.1 µM]	-15%[56.9 µM]	6%	COc1ccc(OCC(=O)N2CCN(c3cccc(C(F)(F)F)c3)CC2)cc1
27	7%	2%	u	8%	i	5%	-2%	7%	5%	COc1cc(NC(=O)Cn2ccn(Cc3ccccc3OC)c(=O)c2=O)cc(OC)c1
28	7%	-4%	20%	-12%	i	48%[activator]	-2%	-13%	6%	CCc1noc(C)c1C(=O)NNC(=O)c1ccc(Br)cc1
29	2%	13%[57.1 µM]	25%	4%	i	33%	-17%	22%	2%	O=C(CCS(=O)(=O)c1ccccc1)Nc1nccs1
30	4%	7%	-6%	6%	-1%	38%	-9%	-29%	5%	CC(C)N=C(NS(=O)(=O)c1ccccc1)C(Cl)(Cl)Cl
31	-1%	12%[57.1 µM]	-20%	0%	0%	13%	-2%	6%	0%	NC(=O)c1cc(C(=O)c2ccc(Cl)cc2)c[nH]1
32	3%	12%	15%&-4%	16%	-1%	35%	-7%	19%	-26%	CCOc1cccc(CN2CCCC(CNC(=O)c3cccc(OC)c3OC)C2)c1 (stereo not given)
33	u	-19%	-29%	-4%	-11%	u	u	-17%	-12%	O=C(COC(=O)c1ccccc1O)NCc1ccco1
34	-3%	23%[57.1 µM]	-2%	-3%	-2%	28%	7%	-2%	-7%	O=[N+]([O-])c1cccc(-c2c[n+]3c(n2-c2ccccc2)SCC3)c1
35	9%	5%[57.1 µM]	-2%	-8%	-7%	24%	4%	34%	1%	CCCC(c1nnnn1CC(=O)OCC)N(Cc1cc2ccc(C)cc2[nH]c1=O)C1CCCC1 (stereo not given)
36	6%	2%	-20%	2%	4%	5%	-30%	16%	11%	Cc1ccc(C(=O)Nc2ccc(C)c(S(=O)(=O)Nc3ccccc3Cl)c2)s1
37	8%	7%	0%	-4%	9%	46%[activator]	-5%	-9%	4%	Cc1ccc(NC(=O)CCC(=O)c2ccccc2)cc1
38	3%	2%[57.1 µM]	9%	-5%	4%	10%	-10%	15%	2%	O=C(COC(=O)c1ncc(Cl)c(Cl)c1Cl)NC(=O)c1ccccc1
39	-12%	6%	3%	0%	1%	29%	-14%	-6%	10%	CC(NC(=O)CN(c1ccc(Br)cc1)S(C)(=O)=O)c1ccccc1 (stereo not given)
40	-9%	29%	u	u	i	16%	u	5%	0%	C=CCC[C@H](Cc1ccc(F)cc1)C(=O)OC[C@@H](Cc1c[nH]c2ccccc12)NC(=O)[C@H](CC=C)CC(=O)N(CCO)Cc1ccccc1
41	-2%	-5%	4%	14%	0%	12%	-8%	8%	2%	COCC(=O)N1CCC(Oc2ccc(C(=O)N(C)C(C)c3ccon3)cc2)CC1 (stereo not given)
42	-4%	19%[57.1 µM]	u	8%	-14%	-12%	u	23%	8%	CC1=C(C(=O)OCc2ccccc2)C(c2ccccc2OS(=O)(=O)c2ccc([N+](=O)[O-])cc2)NC(=O)N1CCCC(=O)O (stereo not given)
43	7%	18%	-10%	-6%	i	42%[activator]	18%	-7%	-8%	Fc1ccc(-c2csc(/C=C/c3ccc4c(c3)OCO4)n2)cc1
44	0%	-17%	-23%	-1%	x	12%	56µM*	6%	0%	CCc1ccc(OCC(=O)N(Cc2ccc(C)o2)C2CCS(=O)(=O)C2)cc1 (stereo not given)
45	5%	-6%	10%	11%	-10%	41%[activator]	89µM*	-15%	-12%	O=C1OC2(CCCC2)OC(=O)C1=Cc1c[nH]c2ccccc12
46	1%	19%	0%	-2%	8%	31%	-11%	-15%	-1%	COc1cccc(CC2(CO)CCN(CC3=CC[C@H]4C[C@@H]3C4(C)C)CC2)c1
47	-6%	-1%	-1%	7%	-5%	8%	-17%	17%	2%	CN(C)Cc1c(O)ccc2c(=O)c(-c3ccccc3)c(C(F)(F)F)oc12
48	15%	22%	396%[activator]	-5%	-2%	17%	79µM*	-35%	2%	O=C(CSc1ncnc2nc[nH]c12)c1ccc2ccccc2c1
49	-2%	13%	u	-5%	6%	36%	-15%	-4%	-12%	Cc1ccc(N(CC(=O)Nc2ccc(C)c(F)c2)S(=O)(=O)c2c(C)n[nH]c2C)cc1
50	7%	35%[57.1 µM]	-9%	12%	2%	39%[activator]	2%[11.4 µM]	2%	9%	NC(=O)CN1CCN(S(=O)(=O)c2ccc(Cl)cc2)CC1

Compounds above that contain a furan ring, fused or not (four):
item	Pin1 inhibitor	rTrxR1 inhibitor	ALOX12 inh	ERG-DNA inh	Tb PGK inh	HP1b chromo inh	JMJD2A Tudor inh	RGS4 inh	GLS inh	SMILES
1	17%	-8%	-14%	-4%	i	11%	-18%	-37%	-1%	O=c1c2cnn(-c3ccccc3)c2nc(-c2ccco2)n1-c1ccccc1
22	-9%	-11%	187%[activator]	4%	0%	24%	-26%	-16%	-3%	COCc1c(C(=O)OCC(=O)NCc2ccco2)oc2ccccc12
33	u	-19%	-29%	-4%	-11%	u	u	-17%	-12%	O=C(COC(=O)c1ccccc1O)NCc1ccco1
44	0%	-17%	-23%	-1%	x	12%	56µM*	6%	0%	CCc1ccc(OCC(=O)N(Cc2ccc(C)o2)C2CCS(=O)(=O)C2)cc1 (stereo not given)

Some of the compounds tested; count on the stated rates, not on these rows.
